Xi reactivation = activators of X-chromosome reactivation in mouse fibroblasts | XiGFP mouse fibroblasts, % GFP-positive cells imaging, 3 d; cells co-treated with 5-aza-dC sensitizer; scaled so ellipticine positive control = 100% | activation, % at 7.58 µM | 360,000 tested, 0.055% active | AID 743238;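 active = mean normalized replicate activation at least 10% and every replicate at or above 10%; inconclusive = only one of the two criteria met; inactive = mean below 10% and not all replicates reach 10%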;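 also: 0% = median of on-plate neutral control wells and 100% = ellipticine 6 µM median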
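Schedule: 3 d treatment, 15 min room-temperature fixation; system: 68-5-11 XiGFP fibroblast line; buffer or medium: DMEM plus 5-aza-dC sensitizer; control set: ellipticine 6 µM positive control; compound: one concentration, pinned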
esBAF inh = SWI/SNF esBAF complex inhibition | AID 602393 | reporter increase, % at 12.5 µM | 350,000 tested, 2% active | mouse ES cells, Bmi1-luciferase knock-in reporter, 24 h; 100% = twice the neutral-well signal; in the data active = activation above about 40%; inconclusive = no clear call, values can overlap the other calls;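 also: 0% = median of the plate's neutral control wells and 100% = double that signal; a rise in the Bmi1 reporter signal indicates esBAF inhibition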
RAD52 inh = RAD52 (human) annealing inhibition | P43351 | recombinant RAD52 DNA annealing, FRET fluorescence | inhibition, % at 18.7 µM | 360,000 tested, 0.46% active;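 active = every replicate showing at least 50% inhibition; inconclusive = mean inhibition at least 50% but not in every replicate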
FN deposit inh = fibronectin deposition inhibition; AH1F fibroblasts, Alexa488-fibronectin deposition fluorescence, overnight; inhibition, % at 12.6 µM; 350,000 tested, 0.086% active; AID 743247;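 active = mean inhibition across replicates of 30% or more, regardless of how many single replicates reach that level; inconclusive = mean under 30% yet at least half of replicates reach 30%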;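 also: positive control wells lacked labelled fibronectin entirely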
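material = AH1F fibroblast monolayer depositing Alexa488-labelled fibronectin into matrix | amount = 10000 AH1F cells/well | buffer or medium = DMEM plus 2% serum, read in PBS | incubation = 1 h cell adhesion before compound, then overnight fibronectin incubation | detection = fluorescence at 485 nm excitation, 525 nm emission | evaluation = percent inhibition as loss of matrix-bound fibronectin fluorescence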
E-selectin induc = E-selectin induction on HUVECs; P16581; HUVEC E-selectin immunofluorescence imaging; normalized: neutral wells 0, TNF-alpha wells 100; activation, % at 7.58 µM; 260,000 tested, 0.37% active; AID 686992;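 active = mean E-selectin-positive cell signal at least 10% of the positive control, reached in at least 60% of replicates, without over 20% cell loss; inconclusive = no rule given, readout overlaps actives, possibly toxicity-flagged; inactive = the rest, including those meeting only one limit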;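 also: in these data hits start at about 27%; measured in HUVEC primary endothelial cells; signal is the percent of cells scored E-selectin positive by PE staining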
Target sequence (P16581 whole entry, looked up): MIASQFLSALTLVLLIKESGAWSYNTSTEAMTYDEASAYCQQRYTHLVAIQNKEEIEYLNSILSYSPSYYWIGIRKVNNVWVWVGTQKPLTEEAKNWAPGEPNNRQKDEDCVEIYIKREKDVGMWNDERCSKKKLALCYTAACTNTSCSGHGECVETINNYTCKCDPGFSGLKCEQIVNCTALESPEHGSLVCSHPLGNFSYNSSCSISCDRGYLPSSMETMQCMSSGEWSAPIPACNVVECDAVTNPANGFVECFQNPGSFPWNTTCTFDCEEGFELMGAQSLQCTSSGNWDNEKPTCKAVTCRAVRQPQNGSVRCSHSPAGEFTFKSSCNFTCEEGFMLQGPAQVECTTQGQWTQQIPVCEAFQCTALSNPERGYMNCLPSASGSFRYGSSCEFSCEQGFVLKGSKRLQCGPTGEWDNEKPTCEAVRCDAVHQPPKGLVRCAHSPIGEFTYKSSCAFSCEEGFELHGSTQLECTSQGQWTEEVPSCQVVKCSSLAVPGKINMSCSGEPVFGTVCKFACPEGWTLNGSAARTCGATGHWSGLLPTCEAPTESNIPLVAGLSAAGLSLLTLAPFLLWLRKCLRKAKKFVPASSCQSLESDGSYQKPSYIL
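Test system – human umbilical vein endothelial cells (HUVEC), E-selectin induction · Input – 3,000 HUVEC seeded per well · Buffer or medium – EGM-2, gelatin · Compound dosing – single-point compound dose · Detection – immunofluorescence imaging · Measure – percent E-selectin-positive cells · Controls – TNF-alpha high, DMSO low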
EWS-Fli inh = blocks EWS/Fli oncoprotein-driven transcription. A673 NR0B1-luciferase reporter, viability-normalised. 350,000 tested, 0.67% active. inhibition, % at 12.6 µM;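 active = mean inhibition of at least 50% after viability correction, with every replicate also passing that limit; inconclusive = mean reaches 50% but only one of two replicates passes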;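 also: firefly luciferase signal divided by Alamar Blue viability fluorescence both relative to DMSO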
S100A4 inh HTS = blocks human S100A4 binding to myosin IIA peptide; AID 652163; P26447; 360,000 tested, 0.14% active; inhibition, % at 10.7 µM; S100A4/TAMRA-MyoIIA peptide fluorescence polarization;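 active = mean inhibition of at least 70% across replicates, with every replicate also reaching that level; inconclusive = mean inhibition reaches 70% but some replicates fall short; inactive = mean inhibition below 70%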
Target sequence (P26447 whole entry, looked up): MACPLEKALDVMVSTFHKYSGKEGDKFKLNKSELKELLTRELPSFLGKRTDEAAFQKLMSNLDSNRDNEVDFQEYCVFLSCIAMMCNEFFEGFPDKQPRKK
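Compound dosing: one dose per compound; test system: human S100A4 monomer with TAMRA-labelled myosin IIA peptide; probe or stimulus: TAMRA-labelled myosin IIA heavy-chain peptide probe, 5 nM; medium: HEPES buffer with Ca2+, pH 7.2; schedule: 5 min incubation before reading; benchmarks: neutral control DMSO, positive control TFP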
RAD54 branch = RAD54 (human) branch migration inhibition; Q92698; RAD54 Holliday junction branch migration, FAM/BHQ fluorescence; inhibition, % at 10.4 µM; 360,000 tested, 0.14% active; AID 602329;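 active = mean normalized replicate activity at least 40 and at least half of replicates scoring 40 or more; inconclusive = only one of the two criteria met; inactive = mean below 40 and under half of replicates reaching 40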;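 also: 0% = median of neutral control wells and 100% = median of positive control wells; inhibitors cause a drop in the FAM fluorescence signal; in these data hits start at about 50%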
The depositor's hits bear a star; ? = inconclusive; . = not tested or not shown; & = joins results of further samples.

Results follow in this order: Xi reactivation	esBAF inh	RAD52 inh	FN deposit inh	E-selectin induc	EWS-Fli inh	S100A4 inh HTS	RAD54 branch
> O=C(OCC(=O)N1CCCC1)c1ccccc1O
    0.2	17	0	7	0.1	-10	1	-7
> O=C(C[C@@H]1C[C@H]2c3cc(NC(=O)c4ccc5c(c4)OCO5)ccc3O[C@H]2[C@@H](CO)O1)NCc1cccc(F)c1
    0.2	5	-6	-18	0.1	-11	25	2
> COc1ccc([N+](=O)[O-])cc1N(CC(=O)N1CCN(Cc2ccccc2)CC1)S(C)(=O)=O
    -0.2	-6	-7	0	.	6	-9	2
> COC(=O)Cn1c(C)c(C(C)=O)c(C(C)=O)c1C
    .	-5	-6	.	.	.	-3	-3
> O=C(C[C@H]1CC[C@@H]2[C@H](COC[C@@H](O)CN2Cc2cc(F)ccc2F)O1)NCc1ccc(Cl)cc1
    0.3	0	4	2	0.2	-1	8	2
> Cc1c([N+](=O)[O-])cnc(Sc2ccccc2)c1[N+](=O)[O-]
    0.0	2	12	3	1.0	2	-9	3
> CC1CC(C)CN(S(=O)(=O)c2ccc(C(C)(C)C)cc2)C1 (stereo not given)
    3.5	.	-8	-7	-2.0	5	1	.
> Cc1ccc(CS(=O)Cc2ccc(C(=O)NCCc3ccccc3)o2)cc1 (stereo not given)
    0.9	6	0	7	0.1	.	-4	-7
> CN(C)CC(=O)N[C@H]1CC[C@H](CCNC(=O)C2CCCCC2)O[C@@H]1CO
    -0.4	1	4	-21	-0.2	-3	-2	-2
> O=[N+]([O-])c1nn(-c2ccc3c(c2)OCCO3)n(O)c1=NCc1ccccc1Cl
    .	?	-2	.	.	-95	0	-6
> CS(=O)(=O)c1cccc(C(=O)OCC(=O)NC(=O)Nc2ccccc2F)c1
    0.3	4	-9	-9	0.4	-1	7	-2
> COc1cccc(C(=O)NCCS(=O)(=O)N2CCCCC2)c1
    0.0	8	-9	0	0.1	1	2	4
> CCc1ccc(N(C(=O)c2csnn2)C(C(=O)NC(C)(C)C)c2ccccn2)cc1 (stereo not given)
    0.1	.	-9	1	4.2	-18	-6	.
> C=CCOc1c(CNc2ccc(C(=O)O)cc2)cccc1OC
    -0.1	.	-10	1	.	3	1	-16
> CCS(=O)(=O)Nc1ccc2c(c1)C(=O)N(C)[C@@H]1CC[C@@H](CC(=O)NCc3ccccc3F)O[C@@H]1CO2
    0.1	0	9	0	-0.2	-2	8	0

The closing 4 records of the section above are carried over, then new ones follow.
Results follow in this order: Xi reactivation	esBAF inh	RAD52 inh	FN deposit inh	E-selectin induc	EWS-Fli inh	S100A4 inh HTS	RAD54 branch
> COc1cccc(C(=O)NCCS(=O)(=O)N2CCCCC2)c1
    0.0	8	-9	0	0.1	1	2	4
> CCc1ccc(N(C(=O)c2csnn2)C(C(=O)NC(C)(C)C)c2ccccn2)cc1 (stereo not given)
    0.1	.	-9	1	4.2	-18	-6	.
> C=CCOc1c(CNc2ccc(C(=O)O)cc2)cccc1OC
    -0.1	.	-10	1	.	3	1	-16
> CCS(=O)(=O)Nc1ccc2c(c1)C(=O)N(C)[C@@H]1CC[C@@H](CC(=O)NCc3ccccc3F)O[C@@H]1CO2
    0.1	0	9	0	-0.2	-2	8	0
> CCCCCC(=O)N1C[C@H](O)[C@@H](n2cc(COC(=O)c3ccccc3)nn2)C[C@@H]1c1ccc(OC)cc1
    0.2	-7	10	-1	0.0	-16	11	4
> CC(=O)Nc1ccc(S(=O)(=O)N(C)CC(=O)OC(C)C(=O)NC2(C#N)CCCCC2)cc1 (stereo not given)
    0.0	-11	1	2	-0.2	-4	1	4
> O=C(C[C@@H]1C[C@@H]2c3cc(NC(=O)C4CCC4)ccc3O[C@@H]2[C@@H](CO)O1)NCCc1ccccc1
    0.0	2	0	.	-0.1	3	-11	-2
> Cc1ccc(C(=O)N2CCC[C@@H]2C(=O)N2CCC[C@@H]2C(=O)NCc2ccccc2)cc1C
    0.2	.	-9	0	0.2	-7	-2	.
> N#Cc1ccc(-c2ccc([C@H]3[C@H]4CNCC(=O)N4[C@H]3CO)cc2)cc1
    0.1	.	4	4	0.2	20	7	.
> CCOC(=O)c1sc(=NC(=O)c2ccc(OC)c(OC)c2)n(C)c1C
    .	38	7	.	.	-71	-2	6
> COCCSc1nnc(NS(=O)(=O)c2ccc(C)cc2)s1
    0.0	0	2	0	.	6	-2	7
> NS(=O)(=O)c1ccc(CCNc2ccn3nc(-c4cccc(C(F)(F)F)c4)cc3n2)cc1
    0.0	13	-10	.	-0.7	-11	13	-1
> C[C@H]1CN([C@@H](C)CO)C(=O)Cc2cc(NC(=O)Nc3ccc(C(F)(F)F)cc3)ccc2O[C@H]1CN(C)CC1CCCCC1
    -0.1	1	-5	.	.	0	36	1
> O=C1CCCC(=O)C1=Cc1c[nH]c2ccccc12
    .	5	.	-2	.	.	22	7
> COc1ccc(C(=O)c2c(-c3ccc(OC)cc3)oc3ccc(-c4ccc(OC)nc4)cc23)cc1
    0.2	-8	-12	3	-0.2	27	6	-9
> COc1ccc(CNc2nc3ccccc3n2C(C)C)c(O)c1
    -0.1	1	-24	-10	1.4	4	-1	5
> C[C@H]1CN([C@@H](C)CO)C(=O)c2cccc(NC(=O)c3nc4ccccc4s3)c2O[C@H]1CN(C)C(=O)Nc1ccc(F)cc1
    -0.1&-0.1	7&3	-14&-49	17&-5	0.1&-0.1	-7&-2	5&-13	2&9
> CC1(C)CN=C(N(Cc2ccccc2)C(=O)Nc2ccccc2)S1
    0.0	2	.	10	.	.	.	-5
> Cc1ccc(Cn2nc(C)c(C(=O)NCC(c3ccc(F)cc3)N3CCOCC3)c2Cl)cc1 (stereo not given)
    0.2	-1	2	-7	-1.1	5	8	-6
> CC1(C(=O)NS(=O)(=O)c2ccccc2)CCN1C(=O)Cc1ccccc1 (stereo not given)
    -0.2	-3	6	10	0.0	1	0	1
> CCC(=O)Nc1ccc2c(c1)C(=O)N(C)C[C@H](OC)[C@@H](C)CN(C(=O)CN(C)C)[C@@H](C)CO2
    0.1	.	4	13	0.0	-2	8	.
> CCCN(C)C[C@H]1Oc2ncc(-c3ccccc3)cc2C(=O)N([C@@H](C)CO)C[C@@H]1C
    .	-11	16	.	.	-1	1	6
> C[C@@H]1CCCCO[C@@H](CN(C)C(=O)Nc2ccc(F)cc2)[C@H](C)CN([C@H](C)CO)C(=O)c2cc(NC(=O)CCC(F)(F)F)ccc2O1
    -0.1	10	-35	-6	.	4	5	6
> COC(=O)C[C@@H]1CC[C@H]2[C@H](COc3ccc(NC(=O)c4ccc(F)cc4)cc3C(=O)N2C)O1
    0.4	2	3	4	0.2	-54	2	1
> CCCC#Cc1ccc([C@H]2[C@H](CO)N3CCCCN(S(=O)(=O)Cc4ccccc4)C[C@@H]23)cc1
    0.0	2	-9	.	-0.8	0	4	9
> C[C@@H]1CN([C@@H](C)CO)C(=O)c2cc(NC(=O)NC3CCCCC3)ccc2O[C@@H](C)CCCCO[C@H]1CN(C)Cc1ccncc1
    0.0	-5	8	3	0.1	-6	9	-6
> O=C(Nc1ccc(F)c(Cl)c1)C1CC(=O)N(Cc2ccco2)C1 (stereo not given)
    0.4	-1	10	-6	.	4	-9	-8
> CCOc1ccccc1NC1=NC2CS(=O)(=O)CC2S1 (stereo not given)
    -0.2	-1	-11	-4	-0.9	3	3	.
> COc1ccc(-c2c(-c3ccsc3)oc3ccc(N4CCOCC4)cc23)cn1
    0.3	3	.	-1	0.1	-2	.	2
> COc1ccc(CNC(=O)CN(C)Cc2ccc(C(C)(C)C)cc2)cc1
    0.0	1	-4	-7	0.1	-1	-1	-3
> CO[C@H]1CC[C@@H]2CCN(C)C(=O)[C@H](C)[C@H](OC)CN(C)C(=O)c3cccc(C#N)c3OC[C@H]1O2
    -0.1	-5	-13	7	-0.1	-3	-39	-10
> COc1cccc(S(=O)(=O)Nc2ccc3c(c2)C(=O)N(C)[C@@H]2CC[C@@H](CC(=O)O)O[C@H]2CO3)c1
    0.1	-3	.	-4	0.0	0	.	3
> COc1ccc(-c2ccc([C@@H]3[C@H]4CN(C(=O)c5ccc6c(c5)OCO6)CCCCN4[C@H]3CO)cc2)cc1
    0.2	1	-11	.	-0.4	5	0	1
> C#CCNC(=O)C[C@@H]1C[C@@]2(C(=O)OCC)CCC=C2N(Cc2ccco2)C1=O
    0.0	.	-12	-4	0.0	3	16	.
> O=C(N[C@H]1CC[C@@H](CC(=O)N2CCCCC2)O[C@H]1CO)c1cccc(F)c1
    -0.3	-9	-3	.	0.2	1	-33	-2
> COc1ccc2c3c([nH]c2c1)[C@@H](CO)N(C(=O)c1ccccn1)CC31CN(C(=O)C2CC2)C1
    0.4	.	-4	.	-0.2	-9	15	.
> Cc1ccc(NC(=O)c2nc[nH]c2C(=O)N(C)CCO)cc1
    0.1	-3	-6	5	-0.3	-7	23	-6
> NS(=O)(=O)c1cc(C(=O)Nc2ccc3c(c2)CCC3)ccc1Cl
    0.3	77*	-16	4	0.1	-116	-7	-2
> C[C@@H]1CN([C@H](C)CO)C(=O)c2cccc(NC(=O)c3ccncc3)c2O[C@H]1CN(C)Cc1ccc(-c2ccccc2)cc1
    0.0	10	-22	11	0.6	11	-4	-2

Screening results as filed in PubChem BioAssay.
